TSHR antagonist: blocks TSH signaling through the human TSH receptor | activity change, negative = inhibition, % at 11.5 µM | hit rate 0.2% among 330,000 | TSHR-expressing cells, TSH-stimulated cAMP HTRF, 2 h; hits give low values | AID 504810 | P16473;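 active = activity change below a set negative limit, meaning inhibition stronger than a set level, cut at about -70% in these data; inconclusive = activity change between two set negative limits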; also: % is scaled to controls: 0 for no effect and ±100 for the full control effect
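Competitive HTRF cAMP read-out (cryptate anti-cAMP antibody, cAMP-d2; 30 min, room temperature) in freshly harvested TSHR cells. Compounds added before TSH at EC80 (4nM final), followed by 2 hours' incubation at 37 deg C.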
Mito fusion yeast: blocks mitochondrial division or promotes mitochondrial fusion. S. cerevisiae fusion-defective mutant growth rescue, CellTiterGlo 48 h. Potency, µM (doses to about 46.1 µM), inactives show at the top dose growth rescue (activation), hits mostly activators. hit rate 0.23% among 320,000;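 also: potency is read from the fitted curve at half-maximal effect; % of control where 0% means no effect; nearly all actives have a fitted effect of over 45% in size; temperature-sensitive fusion mutants such as fzo1-1 at 37 °C on non-fermentable ethanol glycerol medium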
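Growth-rescue viability read-out: after 48 h at the non-permissive 37C in glycerol/ethanol YPEG, yeast mitochondrial fusion mutants are measured by CellTiterGlo luminescence; compounds (23 nl pinned per well) restoring growth score as division inhibitors or fusion activators.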
AT treatment: potential ataxia-telangiectasia treatment. hit rate 0.19% among 320,000. […] A-T fibroblasts, KAP-1 phosphorylation AlphaLISA; neocarzinostatin DNA damage 30 min before lysis. Potency, µM (top dose mostly 57.5 µM), for inactives: top-dose activation, most hits filed as activators. AID 485349; also: potency is read from the fitted curve at half-maximal effect; % of control where 0% means no effect; nearly all actives have a fitted effect of over 45% in size
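ATM-like activity read as KAP-1 phosphorylation via AlphaLISA donor/acceptor antibody pairs after lysis and 6 hr at 25C. Cells were ATM-null patient fibroblasts ([…], hTERT), dosed 60 min, then exposed to the DSB inducer NCS for 30 min.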
CXXC DNA block: MLL CXXC-DNA interaction inhibition. Q03164. MLL-CXXC / FITC-HOXA9 DNA fluorescence polarization. Potency, µM (series often up to 115 µM), for the others: at the highest dose activity change, negative = inhibition, hits mostly inhibitors. hit rate 0.037% among 290,000. AID 2662; active = well fitted inhibition curve with a large enough effect in the polarisation, with a control signal flat, not every such curve was filed as active; inconclusive = small, poorly fitted or top-dose-only effect, or effect the other way, or a change in a side signal; inactive = no such curve, though single readings can be large or run the other way; the % refers to the polarisation; also: potency is read from the fitted curve at half-maximal effect
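Purified MLL-CXXC (added from a 7 uM solution) was preincubated 5 min at ambient with pinned compounds in 50 mM Tris-HCl pH 7.5, 50 mM NaCl, 1 mM DTT, 0.05% BSA. Fluorescein-labeled HOX-A9 DNA (50 nM solution) followed, 30 min, then polarization read.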
MBNL1 CUG block: inhibitors of human MBNL1 binding to CUG repeat RNA | hit rate 0.036% among 280,000 | TR-FRET MBNL1-His/biotin-(CUG)12 binding, 665/545 ratio | Potency, µM (titrated, usually from 57.5 µM), for the others: top-dose activity change, negative = inhibition, usual class: inhibitors; active = well fitted inhibition curve with a large enough effect in the signal ratio, with a control signal flat, not every such curve was filed as active; inconclusive = small, poorly fitted or top-dose-only effect, or effect the other way, or a change in a side signal; inactive = no such curve, though single readings can be large or run the other way; the % refers to the signal ratio; also: potency is read from the fitted curve at half-maximal effect; % is scaled to controls: 0 for no effect and ±100 for the full control effect
Target sequence (Q9NR56 whole entry, looked up): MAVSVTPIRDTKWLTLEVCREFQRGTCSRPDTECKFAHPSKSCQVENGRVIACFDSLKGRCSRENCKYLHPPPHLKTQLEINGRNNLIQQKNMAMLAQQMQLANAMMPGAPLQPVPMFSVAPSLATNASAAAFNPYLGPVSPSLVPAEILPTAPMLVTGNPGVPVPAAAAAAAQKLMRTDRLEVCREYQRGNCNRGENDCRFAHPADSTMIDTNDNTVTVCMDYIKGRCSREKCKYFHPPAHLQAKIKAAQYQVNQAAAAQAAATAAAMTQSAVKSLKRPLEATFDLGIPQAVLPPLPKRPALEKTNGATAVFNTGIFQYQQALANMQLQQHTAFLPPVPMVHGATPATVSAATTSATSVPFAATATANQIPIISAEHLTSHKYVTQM
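MBNL1-His + Biotin-(CUG)12, cpd titration 92 nM–58 uM; Tb anti-His Ab 0.055 ng/ul, SA-XL665 5 nM (final); 60 min RT; ratiometric 665/545 nm, Ex 340 nm; normalized to buffer and full-complex controls.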
TSG101-PTAP inh: blocks PTAP/TSG101 interaction to inhibit HIV-1 budding. Fluorescence polarization, FITC-PTAP peptide / Tsg101 binding. Potency, µM (top dose mostly 115 µM), without a hit: at the highest dose activity change, negative = inhibition, usual class: inhibitors. 340,000 tested, under 10 active; active = well fitted inhibition curve with a large enough effect in the main read-out, with a control signal flat, not every such curve was filed as active; inconclusive = small, poorly fitted or top-dose-only effect, or effect the other way, or a change in a side signal; inactive = no such curve, though single readings can be large or run the other way; also: potency is read from the fitted curve at half-maximal effect; % of control where 0% means no effect
Target sequence (Q99816 whole entry, looked up): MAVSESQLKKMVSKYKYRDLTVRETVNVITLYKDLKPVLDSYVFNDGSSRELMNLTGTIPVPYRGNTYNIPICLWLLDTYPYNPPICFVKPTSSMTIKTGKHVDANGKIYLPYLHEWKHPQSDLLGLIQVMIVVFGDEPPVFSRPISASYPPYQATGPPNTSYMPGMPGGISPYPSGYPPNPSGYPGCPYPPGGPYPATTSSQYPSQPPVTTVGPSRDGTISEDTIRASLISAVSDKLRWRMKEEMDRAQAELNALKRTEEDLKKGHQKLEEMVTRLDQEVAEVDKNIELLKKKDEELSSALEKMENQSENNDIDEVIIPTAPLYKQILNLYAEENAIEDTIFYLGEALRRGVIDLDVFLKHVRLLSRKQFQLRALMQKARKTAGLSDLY
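Compounds were pin-transferred onto Tsg101 binding domain (10 uM final) in HEPES pH 7.5 buffer, then FITC-PTAP peptide was added at 50 nM final. After 20 min at RT, polarization reported peptide displacement across a qHTS concentration series.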
S-ASM inh: blocks human secretory acid sphingomyelinase; hit rate 0.006% among 340,000; P17405; AID 504937; placental ASM, HMU-PC fluorogenic substrate, 60 min; Potency, µM (titrated, usually from 57.5 µM), for the others: at the top dose activity change, negative = inhibition, usual class: inhibitors; also: potency is read from the fitted curve at half-maximal effect
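Fluorogenic HMU-PC substrate (9 uM final) is turned over by placental ASM in 60 min at 37 C after a 10 min compound preincubation. Reaction ended by alkaline stop (pH 10), with fluorescence read at 386/447 nm.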
Menin MLL FP TR: displaces Texas Red mutant MLL peptide from human menin. Potency, µM (highest dose often 61.6 µM), inactives show top-dose FP activity change, negative = inhibition, most hits filed as inhibitors. Menin + Texas Red MLL mutant peptide, fluorescence polarization. hit rate 0.23% among 270,000; active = well fitted inhibition curve with a large enough effect in the polarisation, with a control signal flat, not every such curve was filed as active; inconclusive = small, poorly fitted or top-dose-only effect, or effect the other way, or a change in a side signal; inactive = no such curve, though single readings can be large or run the other way; the % refers to the polarisation; also: potency is read from the fitted curve at half-maximal effect; % of control where 0% means no effect; many of its hits are not listed in these tables
a7 integrin act: activates integrin-mediated alleviation for muscular dystrophy; alpha7betagal myoblasts, beta-gal FDG fluorescence, 48 h; Potency, µM (top dose mostly 38.3 µM), without a hit: at the highest dose activation, actives largely listed as activators; hit rate 0.064% among 350,000;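 also: potency is read from the fitted curve at half-maximal effect; 100% = response of the positive control SU9516; nearly all actives have a fitted effect of over 60% in size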
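Alpha7betagal+/- myoblasts (passage 13) were plated 16-24 hr, then exposed to compounds (1:260 dilution of DMSO stock) for 48 hours at 37C. After MPER lysis, β-galactosidase reporter activity was read as FDG fluorescence (ex 480/em 540) after 30 minutes.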
TCR act: activators of T cell receptors | primary human leukocytes, anti-CD3, IL-2 HTRF, 48 h | Potency, µM (top dose mostly 9.22 µM), for inactives: top-dose activation of IL-2 secretion, actives largely listed as activators | 330,000 tested, under 10 active; also: % of control where 0% means no effect
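Readout: HTRF IL-2, Eu-cryptate/d2 antibody pair, 320nm excitation, 665nm emission. Stimulus: a-CD3 beads, no co-stimulation. Cells: primary human leukocytes. Exposure: 48 hr with compound.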
* hit, by the source's call; ? = inconclusive; . = not tested or not shown; [ ] = remark or other dose. Unless noted, calls follow the shape of the dose curve; as a rule, active = well fitted curve in the direction sought with a large enough effect; inconclusive = small, poorly fitted or top-dose-only effect, or another doubt; inactive = no such curve, though single readings can be large; an effect the other way counts as inactive or inconclusive.

SMILES	TSHR antagonist	Mito fusion yeast	AT treatment	CXXC DNA block	MBNL1 CUG block	TSG101-PTAP inh	S-ASM inh	Menin MLL FP TR	a7 integrin act	TCR act
O=C(CCN1C(=O)c2cccc3cccc(c23)C1=O)N1CCOCC1	7.9	-8.4%	-4.1%	1.6%	?	-4.1%	5.1%	7.4%	?	6.0%
Cc1ccc(S(=O)(=O)NCCCCCC(N)=O)cc1	-10.3	-1.4%	-1.7%	-9.8%	2.5%	-3.9%	0.6%	4.6%	3.5%	-2.5%
CC(C)Nc1nc(NC(C)C)nc(SCC(N)=O)n1	-5.0	1.8%	-0.3%	-8.9%	-8.8%	0.8%	-4.7%	29.1%	-60.3%	9.9%
CC(Oc1ccccc1)C(=O)NCc1cccnc1 (configuration not stated)	21.8	-0.6%	1.6%	-1.4%	-7.5%	-4.0%	6.4%	.	?	.
CC1=CCC(/C=N\Nc2nnc3c(n2)[nH]c2ccccc23)CC1 (configuration not stated)	0.2	1.3%	-12.1%	12.9%	.	.	.	16.1%	.	4.4%[46.1 µM]
COCCCNCCCOc1ccc(C(C)(C)c2ccccc2)cc1	-0.4	-9.8%	-2.2%	-11.0%	.	-0.6%	1.1%	-19.3%	-45.4%[inhibitor]	-3.1%[46.1 µM]
O=C(O)c1ccc(N=Cc2nc(-c3ccco3)oc2O)cc1	-15.3	-3.4%	-4.4%	2.4%	?	3.4%	6.4%	6.1%	-3.9%	0.0%
O=C(COC(=O)[C@@H]1CC(O)CN1S(=O)(=O)c1ccc(Cl)c(Cl)c1)NC(=O)NCc1ccccc1 (some centres not stated)	-15.4	.	4.8%	.	.	-2.6%	-0.3%	.	49.5%	-1.5%
O=C(NC1CC1(c1ccccc1)c1ccccc1)c1ccccc1 (configuration not stated)	.	.	.	.	.	-0.6%	-4.8%	.	0.4%	-6.2%
COc1cc2cnc(CCCC#N)cc2cc1OC	0.0	.	-6.9%	.	.	-2.5%	11.4%	.	0.0%	-1.3%
COc1ccc(F)cc1CN1CCN(C(=O)CCC(=O)Nc2nnc(C(C)C)s2)CC1	9.7	3.3%	8.1%	-4.4%	-4.3%	-5.8%	3.0%	-11.5%	1.0%	4.4%
CCOC(=O)c1c(NC(=O)CSc2nnc(Cc3csc(N)n3)n2C)sc(C)c1C	.	0.1%	2.4%	-3.4%	10.5%	-6.5%	-0.4%	-1.8%	-16.5%	3.1%
O=C(CCCN1C(=O)/C(=C/c2ccc3c(c2)OCO3)SC1=S)Nc1ccc(C(=O)O)cc1	-4.6	-1.2%	15.7%	-2.7%	1.6%	11.5%	-9.0%	.	-13.0%	1.9%
Cc1ccc(C)c(NC(=O)CSc2ccc(-c3cccs3)nn2)c1	-5.4	-13.7%	0.4%	19.9%	5.7%	-0.5%	0.3%	?	17.7%	1.6%[46.1 µM]
CCOC(=O)C1CCN(C(=O)C2(NC(=O)Nc3ccccc3C)CCCCC2)CC1	-2.5	1.7%	-1.9%	20.3%	-1.4%	0.3%	-0.7%[11.5 µM]	3.9%	14.4%	-1.6%
CCCCn1c(=O)[nH]c(=O)c2c1nc(-c1ccccc1F)n2Cc1ccccc1	-23.2	24.0%	-0.1%	1.9%	-6.3%	-3.1%	-2.3%	?	-0.9%	5.9%
CCCCc1nnc(NC(=O)Cn2cnc3ccccc3c2=O)s1	-2.2	3.6%	-1.7%	16.1%	-6.2%	1.4%	8.9%	1.5%	-11.1%	.
CSc1nc(-c2ccccc2)c(C#N)c(=O)n1C	11.8	0.5%	-4.4%	-0.9%	10.1%	-6.3%	0.5%	5.8%	-2.1%	-1.7%
Cc1ccc(S(=O)(=O)N2CCCCC2)cc1C(=O)Nc1ccccn1	-4.5	0.6%	-1.6%	8.7%	-1.7%	0.9%	-0.9%	.	11.7%	-5.4%
Cn1ncc(C#N)c1NC(=O)C1CC(c2ccc(Cl)c(Cl)c2)=NO1 (configuration not stated)	-8.3	1.3%	1.2%	1.4%	10.7%	-8.5%	-4.8%	-16.1%	-22.9%	.
CC(C)c1ccc(S(=O)(=O)c2n[nH]n3c2nc(=O)c2ccccc23)cc1	-25.7	-16.0%	0.4%	0.6%	6.5%	-19.3%	70.6%	?	0.4%	-2.5%[46.1 µM]
CC1Oc2ccccc2OC1C(=O)Nc1nccs1 (configuration not stated)	-2.5	9.4%	-2.1%	-3.2%	11.1%	-1.0%	1.8%	.	?	-1.8%
O=C(CCc1nc2ccccc2c(=O)[nH]1)Nc1ccc(Cl)c(Cl)c1	-11.4	-3.3%	-0.8%	13.3%	40.1%[activator]	1.8%	-7.2%	12.4%	12.1%	0.6%[46.1 µM]
COc1cccc(C2C=C(Nc3ccccc3)C(=O)N2c2ccccc2)c1 (configuration not stated)	19.6	2.2%	13.2%	-6.2%	?	-1.5%	4.8%	?	30.9%	-1.4%[46.1 µM]
CCOc1cccc(C(=O)N2CCCN(C)CC2)c1	-45.4	2.3%	2.0%	8.5%	-18.4%	1.4%	0.2%	-16.0%	-17.2%	-1.8%
SMILES	TSHR antagonist	Mito fusion yeast	AT treatment	CXXC DNA block	MBNL1 CUG block	TSG101-PTAP inh	S-ASM inh	Menin MLL FP TR	a7 integrin act	TCR act
CCC1(CC)Cc2ccccc2-c2nc(CCl)[nH]c(=O)c21	-9.8	-2.5%	-1.6%	-16.5%	0.0%	-2.5%	-0.3%	-19.9%	-70.9%[inhibitor]	.
COc1ccccc1Nc1nc(C)c(C(=O)Nc2ccccc2)s1	-11.3	4.7%	-9.0%	-11.8%	7.2%	-6.4%	-3.7%	?	3.0%	1.5%
O=C(CSc1nccn1Cc1ccco1)Nc1ccc(F)cc1	-2.0	-4.8%	-9.4%	-9.7%	5.1%	.	4.8%	.	0.2%	-2.3%
CC1CN(C(=O)CCC(=O)NCc2ccc(Cl)cc2)c2ccccc2S1 (configuration not stated)	19.0	3.7%	-2.2%	.	-1.7%	-1.6%	-5.0%	-11.5%	2.5%	-2.0%
CC1=C(C(=O)N2CCCCCC2)C2(CCC(C)CC2)OC1=O (configuration not stated)	-3.1	-0.4%	-5.5%	1.7%	2.2%	-2.1%	2.5%	-12.8%	-10.2%	5.5%
O=C(O)Cn1cc(C(=S)N2CCOCC2)c2ccccc21	8.3	0.2%	8.0%	1.8%	-1.0%	-3.3%	1.1%	.	12.8%	24.4%
CCOC(=O)/C(C#N)=C\c1ccc(OCC(=O)Nc2ccc(C)cc2C)c(OC)c1	2.3	0.3%	-2.0%	4.3%	6.8%	-4.1%	2.6%	.	-0.4%	2.0%
CC(=O)c1ccc(NC(=O)Nc2sc(NS(=O)(=O)c3ccccc3)nc2C)cc1	5.1	1.0%	1.3%	-2.7%	-13.5%	-1.6%	-2.9%	?	-8.4%	12.0%
O=[N+]([O-])c1ccc(OCc2cn([C@@H](CO)c3ccccc3)nn2)c(Br)c1	-5.3	15.5%	22.6%	12.0%	?	-9.0%	-1.9%	.	10.0%	6.9%
CCC1(c2ccc(F)cc2)NC(=O)N(CC(=O)N2CCOCC2)C1=O (configuration not stated)	-4.7	1.3%	3.2%	-13.0%	-7.3%	1.3%	2.0%	12.0%	-4.4%	1.5%
CCc1ccccc1NC(=S)N1CCC(C(=O)c2ccc(F)cc2)CC1	-29.3	-2.4%	15.3%	5.2%	-12.0%	-9.3%	-0.4%	.	-12.2%	0.4%
C/C(=N\Nc1nc(C(C)(C)C)cs1)c1ccc(O)cc1	17.8	-8.3%	0.1%	9.6%	-0.7%	-0.2%	9.5%	?	-14.8%	.
Cc1ccc(C(C)C)c(OCC#CCN2CCOCC2)c1	2.2	0.7%	-3.8%	4.9%	1.7%	-3.1%	3.6%	-9.1%	7.3%	-2.8%
CCOC(=O)C1(Cc2cccc(F)c2)CCN(Cc2cn(CC)nc2C)CC1	-2.5	-7.9%	2.6%	6.3%	?	-0.9%	2.7%	-4.8%	-35.9%	2.2%
COC(=O)c1ccccc1NC(=O)CSc1nc2ncccc2[nH]1	-5.2	-4.2%	2.7%	-0.3%	4.5%	-2.9%	1.9%	0.4%	-27.9%	-3.7%
COc1ccc(CC(=O)NC(C)c2nnc(SCC(=O)Nc3nc(C)cs3)n2C)cc1 (configuration not stated)	0.8	-3.1%	-1.3%	-4.0%	-0.3%	-1.3%	4.7%	-1.5%	0.3%	-3.0%

Bioassay records as filed in PubChem.

Not all compounds are listed; rates above refer to the full screens.
